S1P4 ag: human S1P4 receptor agonism. S1P4-expressing cell line, agonist reporter assay. activation, % at 4.98 µM. actives 0.35% (n = 220,000); in the data active = activation above about 11%;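 note: 0% = DMSO vehicle and 100% = reference agonist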
Target sequence (O95977 whole entry, looked up): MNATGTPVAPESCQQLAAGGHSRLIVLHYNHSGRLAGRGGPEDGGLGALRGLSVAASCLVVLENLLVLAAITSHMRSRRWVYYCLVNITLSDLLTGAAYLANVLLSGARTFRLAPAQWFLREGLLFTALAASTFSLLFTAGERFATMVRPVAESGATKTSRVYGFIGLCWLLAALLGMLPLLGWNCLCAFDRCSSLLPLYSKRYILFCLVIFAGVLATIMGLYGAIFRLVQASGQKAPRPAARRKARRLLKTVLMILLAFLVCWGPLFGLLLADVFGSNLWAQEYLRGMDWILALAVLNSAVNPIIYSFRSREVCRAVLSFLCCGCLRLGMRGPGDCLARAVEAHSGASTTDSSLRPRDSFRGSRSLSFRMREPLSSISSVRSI
NPY-Y2 PAM-ag: potentiates or activates human NPY-Y2 receptor. P49146. cells expressing NPY-Y2, potentiator/agonist read-out. activation, % at 3.6 µM. actives 0.45% (n = 220,000). AID 1359; in the data active = activation above about 27%;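 note: cells stimulated with NPY near EC25 plus isoproterenol at EC100; 0% = vehicle plus submaximal agonist and 100% = vehicle plus saturating agonist; some results beyond the cut were filed as inactive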
S1P4 antagonist: antagonists of human S1P4 receptor | S1P4-expressing cells, antagonist mode, reporter read-out | inhibition, % at 4.98 µM | actives 0.26% (n = 220,000); in the data active = inhibition above about 29%;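 note: 0% = wells stimulated with agonist and 100% = vehicle wells without agonist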
NPY1 pot ag: potentiators or agonists of human neuropeptide Y receptor Y1 | P25929 | NPY-Y1 expressing cells, potentiator/agonist activation | AID 1304 | activation, % at 3.6 µM | actives 0.37% (n = 220,000); in the data active = activation above about 33%, passing the limit was not always enough;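 note: cells stimulated with NPY at EC10 then isoproterenol at EC100; 0% = low agonist plus stimulus and 100% = saturating agonist plus stimulus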
Target sequence (P25929 whole entry, looked up): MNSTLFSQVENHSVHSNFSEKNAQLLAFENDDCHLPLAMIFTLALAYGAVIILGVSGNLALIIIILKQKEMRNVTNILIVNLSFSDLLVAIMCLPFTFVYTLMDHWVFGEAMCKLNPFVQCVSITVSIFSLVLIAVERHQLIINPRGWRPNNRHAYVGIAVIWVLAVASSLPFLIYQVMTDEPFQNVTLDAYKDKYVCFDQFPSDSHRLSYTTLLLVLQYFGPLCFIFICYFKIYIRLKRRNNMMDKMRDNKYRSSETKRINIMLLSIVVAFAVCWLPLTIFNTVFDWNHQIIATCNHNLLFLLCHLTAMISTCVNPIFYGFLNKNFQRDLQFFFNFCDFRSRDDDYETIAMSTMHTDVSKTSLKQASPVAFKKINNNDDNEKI
RBBP9 inhibitor: human RBBP9 hydrolase inhibition; recombinant RBBP9, FP-Rh probe fluorescence polarization; actives 0.2% (n = 220,000); inhibition, % at 7.94 µM; O75884; AID 1515;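 active = inhibition above the campaign mean of all tested compounds plus 3 SD, cut at about 14% in these data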;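 note: plate controls were DMSO wells with RBBP9 for no effect and wells lacking RBBP9 protein for full effect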
Target sequence (O75884 whole entry, looked up): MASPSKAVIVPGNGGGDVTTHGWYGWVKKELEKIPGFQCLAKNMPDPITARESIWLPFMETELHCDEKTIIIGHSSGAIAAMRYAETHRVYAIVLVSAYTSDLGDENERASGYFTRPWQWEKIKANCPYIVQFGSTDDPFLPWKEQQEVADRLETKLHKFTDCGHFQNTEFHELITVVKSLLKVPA
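system = RBBP9 protein | input = RBBP9 at 2.5 µM in dispensed solution, before mixing | measured by = fluorescence polarization (mP), excitation 525 nm, emission 598 nm | incubation = enzyme-compound preincubation 30 min, then probe labeling 45 min, 25 °C | buffer or medium = Tris-NaCl-Pluronic buffer, pH 8.0 | compound = single dose 7.94 µM | also added = FP-Rh probe, 375 nM dispensing solution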
NPY Y1 blocker: antagonists of human neuropeptide Y receptor Y1 | HEK293-CNG Y1 cells, membrane potential fluorescence; NPY at EC95, then isoproterenol | P25929 | inhibition, % at 3.6 µM | actives 1% (n = 200,000);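 active = inhibition above the campaign mean inhibition of all tested compounds plus 3 SD, cut at about 20% in these data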;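 note: 0% = DMSO wells given NPY plus isoproterenol and 100% = isoproterenol alone without NPY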
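Material: HEK293 Y1/CNG channel cell line; also added: NPY (25 nM), isoproterenol (1 µM), Ro 20-1724 (25 µM); doses: one concentration, 3.6 µM, in 0.4% DMSO; schedule: compound incubation 1 h at room temperature, readout 45 min post-stimulation; technique: membrane potential fluorescence; measure: fluorescence ratio normalized to % inhibition between controls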
Ba/F3 V617F tox: lowers viability of Ba/F3 cells expressing EpoR and JAK2V617F; ATP luminescence; actives 1.1% (n = 220,000); AID 1446; inhibition, % at 5.6 µM;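 active = inhibition above the campaign mean plus 3 SD over all tested compounds, cut at about 24% in these data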;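 note: cytokine-independent growth of Ba/F3 cells driven by EpoR plus mutant JAK2; 0% = DMSO-treated cells and 100% = JAK inhibitor I control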
Runt-CBFb FRET: inhibitors of human RUNX1 Runt domain binding to CBFb; Q01196+Q13951; Cerulean-Runt/Venus-CBFb FRET ratio 530/480, 1 h; inhibition, % at 20 µM; actives 0.46% (n = 220,000); AID 1496;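 active = inhibition over about 50% at 20 µM in the single-dose screen, limit read from the data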;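 note: 0% = DMSO wells and 100% = excess unlabeled CBFb competitor control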
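test system = Cerulean-tagged RUNX1 Runt domain (FRET donor) fusion protein | reagent = Venus-CBFb binding partner, 100 nM | incubation = protein complex preformed 1 h, compound exposure 1 h, room temperature, dark | detection = FRET fluorescence | read-out basis = loss of energy transfer signal | controls = 5 µM unlabeled CBFb as full-inhibition high control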
BaF3 tox: counter-screen for JAK2V617F inhibitors: parental Ba/F3 viability inhibitors; actives 1.1% (n = 220,000); inhibition, % at 5.6 µM; CellTiter-Glo ATP luminescence;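 active = inhibition above a per-campaign cutoff, the mean inhibition of all tested compounds plus 3 SD, cut at about 27% in these data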;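 note: 0% = DMSO wells and 100% = JAK Inhibitor I control wells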
* hit, by the source's call; . = no result given.

SMILES	S1P4 ag	NPY-Y2 PAM-ag	S1P4 antagonist	NPY1 pot ag	RBBP9 inhibitor	NPY Y1 blocker	Ba/F3 V617F tox	Runt-CBFb FRET	BaF3 tox
COc1cc(OC)c(C2=NOC(C(=O)Nc3cc(C)nn3-c3ccccc3)C2)cc1Cl (configuration not stated)	0.3	8	-13	8	-3	3	-1	-1	4
O=C(NCCOCCOCCNC(=O)c1ccccc1)c1ccccc1	0.0	6	-5	8	0	-6	-2	-1	-1
COCc1cc(=O)n2[nH]c(C)nc2n1	0.1	12	-20	7	-12	-1	3	1	6
CC1CCN(CC(=O)Nc2nn(-c3ccccc3)nc2C(N)=O)CC1	-1.1	-16	-6	-12	-8	5	2	-2	3
O=C(Nc1nc(-c2ccccc2)cs1)c1cccnc1	2.1	16	-6	-15	3	-6	-1	1	3
CCNC(=S)NNC(=O)CC(C)C	1.7	11	4	19	1	-3	-4	0	2
O=C(c1ccccc1)c1ncc(C(F)(F)F)cc1Cl	0.7	-13	-7	-3	-6	-2	6	0	6
FC(F)(F)c1ccccc1NC1=NCCC1	0.4	1	-10	14	-5	-3	-4	-1	8
COc1cc(C(=O)OCC(=O)Nc2cc(C)on2)c([N+](=O)[O-])cc1OC	-0.5	20	-7	2	-3	-3	-3	1	0
COc1ccc(CNC(=O)C(OC(C)=O)c2ccccn2)cc1 (configuration not stated)	0.8	3	-32	0	9	2	-1	-3	4
O=C(Nc1ccc(Cl)cc1C(=O)NCc1cccnc1)c1ccc(Cl)cc1Cl	0.9	-3	-13	-3	-7	3	-3	0	5
O=C1CSC(c2ccccc2[N+](=O)[O-])N1c1ccc(O)cc1 (configuration not stated)	0.0	-24	-1	-12	-7	3	3	12	10
COc1ccc(OC)c(NC(=O)C2CCCN(S(=O)(=O)c3cccc4nonc34)C2)c1 (configuration not stated)	-2.4	-4	-2	-7	-12	2	-1	-1	4
O=C(CSc1ccsc1[N+](=O)[O-])Nc1cccc(F)c1	1.7	1	0	16	-9	-1	-3	1	5
COc1ccc(NC(=O)CN2CCC3(O)CCCCC3C2c2cc(OC)ccc2OC)cc1 (configuration not stated)	-2.0	16	8	18	2	2	-5	-4	0
Clc1ccc(-c2cc3ccccc3nc2N2CCCC2)cc1	2.5	-5	-10	-21	1	8	-2	-1	5
O=C(Cc1c(F)cccc1Cl)N1CCN(C(=O)c2ccco2)CC1	3.3	6	-6	-10	-8	1	-2	1	1
COc1cc(SC)ccc1C(=O)NCCOc1ccc(F)cc1	0.8	-6	-12	-44	-6	6	-1	-4	3
COCCNC(=O)C(c1ccccc1C)N(CCOC)C(=O)Cn1nnc2ccccc21 (configuration not stated)	1.1	9	-9	4	-1	4	-2	-1	5
O=C(COC(=O)c1ccccc1NC(=O)c1ccco1)NC1CC1	0.4	-10	-14	-7	-7	-7	4	3	9

(continued)
SMILES	S1P4 ag	NPY-Y2 PAM-ag	S1P4 antagonist	NPY1 pot ag	RBBP9 inhibitor	NPY Y1 blocker	Ba/F3 V617F tox	Runt-CBFb FRET	BaF3 tox
COc1ccc(CC(=O)Nc2nnc(C(C)C)s2)cc1	0.3	-14	-15	-4	5	3	-2	-1	6
COc1cc(/C=N/NC(=O)COc2c(C)cc([N+](=O)[O-])cc2C)ccc1OC(=O)c1ccccc1	0.0	9	16	5	1	-7	-3	-4	2
Cn1c(N)c(C(=O)Nc2ccc3ccccc3c2)sc1=S	0.1	7	-11	5	-9	-4	0	26	5
CCN(CC)c1ccc(NC(=O)CSc2ccsc2[N+](=O)[O-])c(C)c1	-0.4	2	-10	9	-9	-2	1	19	7
COc1ccc(N2CCN(C(CNC(=O)C(=O)NCC3CCCO3)c3ccco3)CC2)cc1 (configuration not stated)	13*	-6	-7	1	-6	0	-2	3	2
CC(C)c1ccccc1NC(=S)NCc1nc2ccccc2[nH]1	-1.1	0	-11	2	1	-2	-1	1	6
CCC(=O)NC(c1ccc(OC)cc1)c1cc(Cl)c2cccnc2c1O (configuration not stated)	-0.1	2	3	-6	4	0	-2	.	-1
CCOC(=O)c1c(/N=C/C2=C(O)CC(C)(C)CC2=O)sc(C)c1C	0.6	2	-4	-5	-5	6	1	-12	0
CCCCN(CCCC)CCCNC(=O)c1ccc2nc(-c3ccccc3NC(C)=O)c(=O)[nH]c2c1	0.6	0	-8	3	-3	-5	-3	0	5
O=C(NNC(=O)c1cccc(-n2cnnn2)c1)c1ccccc1	0.2	12	-2	-2	-4	-3	-1	1	3
O=S(=O)(c1cccs1)N1CCN(Cc2nc3ccccc3s2)CC1	-0.7	9	2	3	-7	5	2	-1	5
COc1cccc(NC(=O)CSc2nnc(Cc3cccn3C)n2-c2ccc(F)cc2)c1	-1.0	-1	-10	-10	-1	-3	-2	1	7
Cn1cc(Cl)c(C(=O)NNC(=S)Nc2cccc(Cl)c2)n1	1.1	-12	6	-8	3	7	1	4	5
CN1CCN(Cn2cc(/C=C/C(=O)c3ccccc3)c3ccccc32)CC1	1.6	13	5	5	7	-1	-1	6	6
COc1cc(CNCCCN2CCOCC2)ccc1OCC(=O)NC(C)(C)C	-0.7	-8	-1	-6	-1	3	3	0	6
O=C(Nc1ccc2c(c1)OCO2)Nc1ccc(Br)cn1	-0.4	13	7	4	1	-3	-6	1	0
Cc1ccc([N+](=O)[O-])cc1NC(=O)C(C)NS(=O)(=O)c1ccc(F)cc1 (configuration not stated)	0.0	4	12	3	-15	3	2	4	8
CCC(=O)c1ccccc1OCCN1CCN(Cc2ccccc2)CC1	-2.3	-3	-4	-5	4	1	-5	0	1
Cc1ccc(-n2[nH]c(=O)c(-c3ccccn3)c2C)cc1	0.2	-4	2	-9	-3	0	-2	0	1
CCOC(=O)CSc1nc(N2CCOCC2)c2c(c1C#N)CC(C)(C)N(C)C2	-0.5	1	-2	9	-2	12	6	60*	5

The list continues.
SMILES	S1P4 ag	NPY-Y2 PAM-ag	S1P4 antagonist	NPY1 pot ag	RBBP9 inhibitor	NPY Y1 blocker	Ba/F3 V617F tox	Runt-CBFb FRET	BaF3 tox
COc1ccccc1N=C1SCC(=O)N1c1ccccc1OC	2.5	4	-16	7	4	1	1	30	2
Fc1ccc(-c2csc(/C=C/c3ccc4c(c3)OCO4)n2)cc1	4.3	5	-11	-17	-1	0	0	-4	5
O=C(Nc1cccc(OC(F)(F)F)c1)c1ccc(Br)o1	0.8	-3	-22	-19	-6	6	-2	0	0
OCC1(CCc2ccccc2)CCN(Cc2ccc(OC(F)F)cc2)CC1	1.6	-27	1	-21	4	8	0	1	8
CC(=O)Nc1ccc(NC(=O)C(C)n2nc(C)c([N+](=O)[O-])c2C)cc1 (configuration not stated)	-0.5	-5	2	18	2	6	-2	2	-2
CCOc1cc(N2CCOCC2)c(OCC)cc1NC(=O)c1ccc(OC(C)C)cc1	-0.2	7	0	4	-11	3	3	0	4
COc1ccc(O)c(C(=O)C2c3ccccc3C(=O)N2c2ccc(C)cc2)c1 (configuration not stated)	2.1	-123	-1	-144	-7	.	0	35	2
O=C(Nc1ccc(Cl)cn1)c1cccnc1	0.8	-5	-4	-7	-8	2	6	-3	6
CCOc1ncccc1C(=O)N1CCCSC1=Nc1ccccc1OC	1.0	3	11	6	2	0	0	3	0
O=C1CCCc2c1[nH]c1c(Br)cccc21	0.5	-5	-3	-13	-1	3	-3	0	3
O=C(O)c1cnc2ccccc2n1	-0.5	-1	-15	-8	-3	-4	5	-1	7
CN(Cc1ccccc1)S(=O)(=O)c1ccc(Cl)c(C(=O)NCCc2ccccn2)c1	0.0	1	-1	7	-6	0	1	-2	2
O=[N+]([O-])c1cc(C2Nc3cccc4cccc(c34)N2)ccc1Cl	0.8	-14	-11	-4	-6	4	-3	1	6
CCCCOc1ccc(C(=O)NCC(=O)OCC(=O)N2CCN(S(=O)(=O)c3ccc(C)cc3C)CC2)cc1	1.3	-6	-9	2	-8	-5	-3	-21	1
C=C(C)CSc1nc(N)c2c3c(sc2n1)CCC3	-0.2	2	1	-30	-2	2	-3	-1	2
O=C(Nc1ccccc1C(=O)N1CCCCC1)NC1CCCCC1	2.5	6	7	19	1	1	-3	0	1
COc1ccc(N2C(C)=CS/C2=C(/C#N)c2nnc(N3CCOCC3)n2-c2ccccc2)cc1	1.4	7	-13	12	-3	-5	1	0	8
COc1cccc(NC(=O)CSc2nc3ccccc3c(=O)n2Cc2cccs2)c1	0.3	2	8	-11	-8	0	4	1	8
O=C(NNc1cccc(Cl)n1)Nc1ccccc1F	1.2	4	-12	-3	-2	-2	-1	5	3
c1ccc(-c2nnc(CN3CCN(c4ccccc4)CC3)o2)cc1	-0.8	1	-7	-17	-1	10	1	-1	8

The results go on:
SMILES	S1P4 ag	NPY-Y2 PAM-ag	S1P4 antagonist	NPY1 pot ag	RBBP9 inhibitor	NPY Y1 blocker	Ba/F3 V617F tox	Runt-CBFb FRET	BaF3 tox
Cc1ccc(C)c(-n2cc[nH]c2=S)c1	0.7	-2	4	3	-5	2	-2	14	2
Cc1ccc(-n2nc3c(c2NC(=O)c2cccs2)CSC3)cc1	2.5	-19	6	-11	-8	12	-3	-5	5
N=c1n(CCCOc2ccc(Br)cc2)c2ccccc2n1CC(N)=O	-0.2	-18	3	-9	-4	.	0	1	3
CCOc1ccc(C(O)c2nccn2C)cc1 (configuration not stated)	2.8	3	3	7	-10	1	2	-2	2
CC(=O)N1CCc2cc(Br)cc(S(=O)(=O)N3CCN(C(=O)c4ccco4)CC3)c21	-0.1	0	-17	-3	-9	0	-1	1	5
CN(C)c1c2ccccc2nc2c(F)c(F)c(F)c(F)c12	2.7	5	-4	15	-8	1	-2	.	1
CCOCCCNC(=O)CCC(=O)NNc1nc2ccccc2c2nc(C)nn12	0.3	-15	-4	-8	-6	0	-3	-1	4
CC(=O)NS(=O)(=O)c1ccc(NC(=O)CCC2CCCC2)cc1	1.5	-7	-6	-30	4	7	0	0	3
c1ccc2c(N3CCOCC3)nc(N3CCOCC3)nc2c1	-1.7	0	-2	-32	-7	3	3	2	2
O=[N+]([O-])c1ccc(COc2ccc(-c3[nH]ncc3-c3ccccc3)c(O)c2)cc1	2.7	-7	1	8	-6	2	6	1	9
CN1N=C(C(=O)Nc2ccc3c(c2)CCC3)CCC1=O	0.3	-12	4	-19	4	5	3	-2	0
COc1cccc(NC(=S)NCc2ccccn2)c1	-1.2	11	-17	6	-2	-4	0	2	2

Compounds from the list above that contain a cyano group:
SMILES	S1P4 ag	NPY-Y2 PAM-ag	S1P4 antagonist	NPY1 pot ag	RBBP9 inhibitor	NPY Y1 blocker	Ba/F3 V617F tox	Runt-CBFb FRET	BaF3 tox
CCOC(=O)CSc1nc(N2CCOCC2)c2c(c1C#N)CC(C)(C)N(C)C2	-0.5	1	-2	9	-2	12	6	60*	5
COc1ccc(N2C(C)=CS/C2=C(/C#N)c2nnc(N3CCOCC3)n2-c2ccccc2)cc1	1.4	7	-13	12	-3	-5	1	0	8

Assay outcomes deposited in PubChem by several laboratories.
